# Source: PubChem
# Tb PFK inh: blocks T. brucei phosphofructokinase; O15648; T. brucei PFK, ADP-Glo luminescence; Potency, µM (highest dose often 57.5 µM), without a hit: at the highest dose activity, negative = inhibition, hits mostly inhibitors; 0.17% of 330,000 active; AID 485367;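 note: potency is the fitted concentration of half-maximal effect; 0% = uninhibited 1x PFK enzyme wells and -100% = no-enzyme wells; nearly all actives have a fitted effect of over 60% in size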
#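 In TEA buffer at pH 8.0 with 5 mM MgCl2, enzyme (1.25 nM) converted F6P (0.5 mM) and ATP (0.1 mM) for 45 min at room temperature. ADP product was read by luciferase luminescence.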
# B2AR arrestin: beta2AR (human) beta-arrestin recruitment activity; P07550; beta-arrestin recruitment to beta2AR, cell-based reporter; Potency, µM (series often up to 46.1 µM), for inactives: top-dose activation, usual class: activators; 0.02% of 330,000 active;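 note: potency is the fitted concentration of half-maximal effect; 0% = DMSO controls and full agonism = EC100 isoproterenol or metaproterenol; nearly all actives have a fitted effect of over 65% in size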
# Target sequence (P07550 whole entry, looked up): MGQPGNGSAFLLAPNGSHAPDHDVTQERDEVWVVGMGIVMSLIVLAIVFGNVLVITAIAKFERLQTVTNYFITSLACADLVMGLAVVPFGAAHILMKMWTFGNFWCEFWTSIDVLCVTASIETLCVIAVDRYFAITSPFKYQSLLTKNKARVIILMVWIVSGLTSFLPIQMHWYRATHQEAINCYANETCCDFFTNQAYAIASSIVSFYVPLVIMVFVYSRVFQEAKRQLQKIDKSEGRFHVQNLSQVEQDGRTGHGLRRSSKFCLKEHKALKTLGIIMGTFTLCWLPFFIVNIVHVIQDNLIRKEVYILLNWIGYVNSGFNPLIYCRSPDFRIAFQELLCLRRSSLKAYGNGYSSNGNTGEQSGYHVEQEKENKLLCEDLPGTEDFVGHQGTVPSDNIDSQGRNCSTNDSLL
# TSG101-PTAP inh: blocks PTAP/TSG101 interaction to inhibit HIV-1 budding. AID 493005. 340,000 tested, under 10 active. Fluorescence polarization, FITC-PTAP peptide / Tsg101 binding. Q99816. Potency, µM (top dose mostly 115 µM), inactives show top-dose activity change, negative = inhibition, hits mostly inhibitors; active = well fitted inhibition curve with a large enough effect in the main read-out, with a control signal flat, not every such curve was filed as active; inconclusive = small, poorly fitted or top-dose-only effect, or effect the other way, or a change in a side signal; inactive = no such curve, though single readings can be large or run the other way; note: potency is the fitted concentration of half-maximal effect; % of control where 0% means no effect
#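 Fluorescence anisotropy tracks displacement of a FITC-tagged PTAP peptide (50 nM) from the Tsg101 binding domain (10 uM), following a 20 min room-temperature incubation at pH 7.5.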
# Mito fusion yeast: inhibitors of mitochondrial division or activators of mitochondrial fusion. S. cerevisiae fusion-defective mutant growth rescue, CellTiterGlo 48 h. 0.23% of 320,000 active. Potency, µM (highest dose often 46.1 µM), for the others: top-dose growth rescue (activation), hits mostly activators;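 note: potency is the fitted concentration of half-maximal effect; % of control where 0% means no effect; nearly all actives have a fitted effect of over 45% in size; temperature-sensitive fusion mutants such as fzo1-1 at 37 °C on non-fermentable ethanol glycerol medium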
#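 Growth-rescue viability read-out: after 48 h at the non-permissive 37C in glycerol/ethanol YPEG, yeast mitochondrial fusion mutants are measured by CellTiterGlo luminescence; compounds (23 nl pinned per well) restoring growth score as division inhibitors or fusion activators.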
# Eya2 inh: blocks the phosphatase activity of human Eya2 | O00167 | recombinant Eya2, OMFP fluorescence dephosphorylation (OMFP is methylfluorescein phosphate) | Potency, µM (series often up to 76.9 µM), for the others: at the highest dose activity, negative = inhibition, most hits filed as inhibitors | 0.006% of 330,000 active | AID 488837; note: potency is the fitted concentration of half-maximal effect; % is set by controls: 0 for no effect and ±100 for the full control effect
# Target sequence (O00167 whole entry, looked up): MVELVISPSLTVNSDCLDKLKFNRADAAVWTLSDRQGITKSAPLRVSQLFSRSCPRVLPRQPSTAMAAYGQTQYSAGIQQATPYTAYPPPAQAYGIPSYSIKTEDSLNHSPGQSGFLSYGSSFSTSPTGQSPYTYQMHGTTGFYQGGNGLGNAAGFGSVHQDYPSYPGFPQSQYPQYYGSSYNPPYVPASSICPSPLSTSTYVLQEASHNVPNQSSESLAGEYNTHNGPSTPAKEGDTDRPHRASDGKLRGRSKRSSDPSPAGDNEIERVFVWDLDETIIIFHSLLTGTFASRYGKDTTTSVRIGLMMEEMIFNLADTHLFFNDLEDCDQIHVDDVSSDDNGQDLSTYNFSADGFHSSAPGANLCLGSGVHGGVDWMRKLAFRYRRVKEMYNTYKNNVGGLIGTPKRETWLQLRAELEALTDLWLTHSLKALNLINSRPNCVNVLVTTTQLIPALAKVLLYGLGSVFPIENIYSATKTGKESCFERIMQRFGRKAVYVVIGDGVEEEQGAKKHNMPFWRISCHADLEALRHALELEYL
#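 Eya2 (0.2 uM) preincubated 10 min at ambient with compound, then OMFP substrate added at 50 uM; 10 min reaction in 50 mM HEPES pH 7.5, 50 mM NaCl, 5 uM MgCl2, 0.05% BSA, 1 mM DTT. Fluorescence read at Ex 485/Em 525 nm.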
# BCR signal inh: inhibitors of chronic active B-cell receptor signaling; ABC-DLBCL IkBa-CBG/CBR reporter, luminescence ratio, 4 h; Potency, µM (series often up to 46.1 µM), without a hit: top-dose ratio change, negative = lower green/red ratio, hits mostly inhibitors; 0.05% of 340,000 active; AID 493014; active = well fitted inhibition curve with a large enough effect in the signal ratio, with a control signal flat, not every such curve was filed as active; inconclusive = small, poorly fitted or top-dose-only effect, or effect the other way, or a change in a side signal; the % refers to the signal ratio;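 note: potency is the fitted concentration of half-maximal effect; plate controls were basal doxycycline-induced cells for no effect and cells given 10 µM MG132 for full effect; MG132 reads +100%, hits lower the ratio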
#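 Cell line TMD8 (human ABC DLBCL), stably expressing tet-inducible CBG68-IkBa fusion and CBR; IMDM/0.5% FBS; cpd up to 46 uM; dox induction, 4 h, 37C/5% CO2; dual luminescence; green/red ratio; MG132 control.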
# TCR activator: activates T cell receptor signaling; primary human leukocytes, anti-CD3, IL-2 HTRF, 48 h; Potency, µM (series often up to 9.22 µM), without a hit: at the highest dose activation of IL-2 secretion, most hits filed as activators; 330,000 tested, under 10 active; AID 504894; note: % of control where 0% means no effect
#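 Human primary leukocytes + a-CD3 beads + cpd, 48 hr; IL-2 in supernatant by HTRF (ex 320nm / em 665nm). No co-stimulatory signal supplied.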
# USP2a inh: USP2a (human) protease inhibition. O75604. USP2 core, Ub-CHOP2 coupled fluorogenic reporter, 485/531. Potency, µM (top dose mostly 38.3 µM), for inactives: at the top dose activity change, negative = inhibition, usual class: inhibitors. 0.01% of 330,000 active. AID 463254;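 note: potency is the fitted concentration of half-maximal effect; plate controls were DMSO wells for no effect and full inhibition by NEM control for full effect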
#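 Deubiquitinase activity read as fluorescence (485/531 nm) after Ub-CHOP2 cleavage activates the enterokinase reporter on its substrate; USP2 core 10nM, Ub-CHOP2 and substrate 25nM each, 30min compound preincubation then 60min RT; data normalized to NEM, curves fitted.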
# uPA surface inh: blocks generation of uPA at the cell surface; Potency, µM (titrated, usually from 38.3 µM), inactives show at the highest dose activity change, negative = inhibition, usual class: inhibitors; 0.31% of 330,000 active; cell surface uPA generation assay, qHTS; AID 540303; active = well fitted inhibition curve with a large enough effect; inconclusive = small, poorly fitted or top-dose-only effect; inactive = no such curve, though single readings can be large or run the other way; tested in mouse RAW 264.7 cells; note: potency is the fitted concentration of half-maximal effect; % is set by controls: 0 for no effect and ±100 for the full control effect; nearly all actives have a fitted effect of over 55% in size
# ELG1 repair inh: inhibitors of ELG1-dependent DNA repair in HEK293T cells; HEK293T ELG1-luciferase reporter, luminescence, 16 h; DNA damage induced by 5-fluorouridine; Potency, µM (series often up to 46.1 µM), inactives show at the highest dose activity change, negative = inhibition, hits mostly inhibitors; 2.3% of 330,000 active; AID 504467; note: potency is the fitted concentration of half-maximal effect; % is set by controls: 0 for no effect and ±100 for the full control effect; nearly all actives have a fitted effect of over 55% in size
#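 5-Fluorouridine DNA damage + compound/DMSO, 2,000 cells/well, 16 h, 37 °C/5% CO2. ONE-Glo, 30 min RT, luminescence. Readout = decrease in reporter signal.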
# TSHR antag: blocks TSH signaling through the human TSH receptor. P16473. activity change, negative = inhibition, % at 11.5 µM. TSHR-expressing cells, TSH-stimulated cAMP HTRF, 2 h; hits give low values. 0.2% of 330,000 active;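 active = activity change below a set negative limit, meaning inhibition stronger than a set level, cut at about -70% in these data; inconclusive = activity change between two set negative limits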; note: % is set by controls: 0 for no effect and ±100 for the full control effect
#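 TSHR-expressing cells were treated with compounds, then stimulated with TSH at EC80 (4nM final) for 2 hours at 37 deg C. Cellular cAMP was measured by HTRF competition between lysate cAMP and cAMP-d2 for a cryptate-labelled anti-cAMP antibody.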
# Numbers without * were called inactive; ? = inconclusive; / = no result given; & = joins results of further samples; [ ] = another dose, or the depositor's remark. Unless noted, calls come from the whole dose curve; as a rule, active = well fitted curve in the direction sought with a large enough effect; inconclusive = small, poorly fitted or top-dose-only effect, or another doubt; inactive = no such curve, though single readings can be large; an effect the other way counts as inactive or inconclusive.
SMILES	Tb PFK inh	B2AR arrestin	TSG101-PTAP inh	Mito fusion yeast	Eya2 inh	BCR signal inh	TCR activator	USP2a inh	uPA surface inh	ELG1 repair inh	TSHR antag
Cc1ccc(-c2csc3ncn(-n4c(C)ccc4C)c(=O)c23)o1	?	-0.2%	-1%	0%	13%	-1%	1%	-18%	8%	16%	11
COc1ccc(Cn2nnnc2CN(Cc2cc3ccc(C)cc3[nH]c2=O)C2CCCC2)cc1	1%	-0.6%	-11%	2%	3%	-7%	-2%	-3%	0%	13µM*	-12
O=C(NCCNC(=O)c1ccco1)c1ccc(Cl)c(Cl)c1	?	-1.0%	-6%	7%	19%	-1%	1%	0%	4%	?	19
O=C(CCN1C(=O)/C(=C\c2ccccc2)SC1=S)NNC(=O)c1ccncc1	0%	0.1%	-6%	-4%	?	15%	6%	0%	1%	-2%	0
Cc1ccccc1C(=O)Nc1cccc(-c2ccc3nncn3n2)c1	2%	0.1%	-5%	24%	12%	?	-6%	3%	-1%	?	-8
Cc1ccc(-n2c(SCc3nc4ccccc4[nH]3)nnc2-c2ccncc2)cc1	-1%	0.2%	0%	-3%	8%	1%	0%[46.1 µM]	2%	-6%	-3%	4
Cc1ccc(CSCC(=O)Nc2ccc(N3CCOCC3)cc2N2CCOCC2)cc1	0%	-0.1%	0%	5%	21%	0%	2%	0%	4%	8%	4
Cc1nnc(SCCn2c(Br)nc3c2c(=O)n(C)c(=O)n3C)s1	-6%	0.2%	-4%	-1%	-1%	-1%	9%	2%	/	3%	-4
Cc1ccc(C)c(OCC(=O)Nc2nc3ccc([N+](=O)[O-])cc3s2)c1C	0%	-3.2%	-3%	-1%	-8%	15%	0%	1%	0%	-18%	?
COc1ccc(NC(=O)NC2CCCCCCC2)cc1	-1%	-0.1%	-3%	1%	-1%	1%	7%	-1%	?	?	-13
Cc1ccccc1NC(=S)N(CCc1c(C)[nH]c2ccc(F)cc12)Cc1cccnc1	-3%	-0.1%	-3%	5%	-9%	?	5%	0%	11%	-21%	7
Cc1cc(Cl)ccc1NC(=O)CSc1nnc(Cc2cccs2)n1Cc1ccco1	2%	0.0%	-7%	12%	5%	1%	/	0%	-1%	?	12
COc1ccc(/C(N)=N/OC(=O)CSc2ccccc2)cc1OC	1%	-0.1%	-10%	8%	-6%	?	-4%	-2%	0%	?	-13
Cc1ccc(NC(=O)c2ccccc2OCC(=O)c2ccc(F)cc2)cc1	-1%	-1.0%	-3%	2%	-4%	2%	-1%[46.1 µM]	0%	24%	13%	16
COc1ccc(-n2nc(C(=O)NCC(=O)Nc3cc(OC)c(OC)c(OC)c3)c3ccccc3c2=O)cc1Cl	-5%	-0.2%	-4%	-4%	-6%	4%	3%	-2%	15%	?	-25
C=C(C)C1CC=C(C)/C(=N/NC(=O)c2ccccc2[N+](=O)[O-])C1 (configuration not stated)	-3%	0.4%	1%	-15%	12%	-13%	3%	1%	1%	?	-4
O=C(Cc1ccc(Br)cc1)NNC(=O)c1cccs1	-17%	-0.3%	-1%	/	7%	-2%	-1%	0%	4%	?	29
C=CCC1(CC=C)CCCN1C(=O)c1cc(COc2ccc(C)nc2)on1	5%	0.4%	-6%	33%	-4%	4%	0%	-2%	?	?	-49
COc1ccc(Cc2nnc(NC(=O)Nc3ccccc3OC)s2)cc1	-2%	0.3%	10%	3%	1%	?	0%	1%	-10%	19%	4
O=C(COc1ccc(NC(=O)c2ccccc2[N+](=O)[O-])cc1)c1ccc(F)cc1	3%	-0.4%	0%	-5%	-2%	?	3%	-1%	-2%	-8%	-10
CCCCc1nnc(NC(=O)CSc2nc(N)cc(=O)[nH]2)s1	-3%	0.1%	-2%	-1%	4%	7%	1%	0%	-1%	-4%	-1
Cc1ccc(NC(=O)COc2ccc(C(=O)c3ccccc3)cc2)c(O)c1	0%	-0.8%	1%	0%	-5%	2%	4%	-1%	-6%	?	-19
CC(C)C(=O)Nc1ccccc1C(=O)OCC(=O)c1ccc2c(c1)OCCO2	2%	0.6%	-3%	?	-9%	?	-3%[46.1 µM]	-2%	-3%	-28%	7
O=C(NC1CCCCC1)c1cc(C2CC2)nn1-c1ccccc1	0%	0.3%	-3%	11%	2%	?	-7%	0%	8%	-9%	-12
COc1cc(C#Cc2c(-c3cncn3C)n(C)c3ccc(-c4ccc(OC)c(OC)c4)cc23)cc(OC)c1	8%	0.3%	0%	24%	-15%	?	-2%	-4%	-29%	7.3µM*	-12
Cc1ccc(SCCC(=O)Nc2cccc(N(C)S(C)(=O)=O)c2)cc1	4%	0.2%	-12%	-2%	-1%	?	-3%	4%	-1%	?	6
CCOC(=O)C1CCN(C(=O)CCCN2C(=O)c3ccccc3C2=O)CC1	-12%	0.3%	1%	8%	-2%	9%	-5%	-4%	-1%	10%	2
O=C1CSC(c2cccc([N+](=O)[O-])c2)N1c1ccc(O)cc1 (configuration not stated)	-3%	-0.2%	-2%	-5%	-11%	-16%	5%	1%	2%	-17%	-1
CN1CCCC1CCNc1ccc2oc3ccccc3c(=O)c2c1 (configuration not stated)	-1%	-0.4%	-3%	6%	-6%	?	-94%	0%	?	?	-2
CCOC(=O)c1cc(CC)sc1NC(=O)Cc1ccsc1	0%	0.1%	1%	-1%	-7%	7%	1%	2%	-4%	-5%	-10
CCN(CC)S(=O)(=O)c1ccc(C(=O)Oc2ccc3c(c2)OCO3)cc1	-11%	0.2%	-11%	-7%	5%	10%	-2%	-2%	-4%	-10%	-10
O=C(OCCOc1ccccc1Cl)c1ccc(-n2cnnn2)cc1	-2%	-0.2%	-1%	1%	9%	-1%	-3%	2%	1%	16%	-21
O=C(Oc1ccc(Cl)cc1)c1ccc(N2CCOCC2)c([N+](=O)[O-])c1	-6%	-2.5%	-1%	3%	-15%	8%	2%[46.1 µM]	2%	3%	2%	-13
Fc1ccccc1Nc1n[nH]c(=S)s1	-24%	-0.3%	-7%	3%	3%	-28%	-1%	0%	-4%	?	-6
Cc1cc(C(=O)COC(=O)c2ccc(NC(=O)CC#N)cc2)c(C)n1CCc1ccc(F)cc1	-9%	0.0%	-5%	-3%	-15%	1%	7%	0%	8%	13%	3
Clc1cccc(-c2cc3nc4c(c(NCc5ccco5)n3n2)CCCC4)c1	0%	-0.9%	-4%	-17%	-25%	?	-20%	4%	-12%	?	-10
Cc1ccc(NC(=S)NCCC2=CCCCC2)cc1	0%	0.4%	2%	1%	-7%	?	-15%	0%	-9%	?	-22
O=C(O)/C=C/c1ccc(O)c(O)c1	?	1.1%	-2%	9%&-4%	2%&0%	0%	3%	-1%	-6%	4%	-12&25
COc1cc(C(=O)Nc2sc(C(=O)N3CCOCC3)c(C)c2C#N)cc(OC)c1OC	3%	0.1%	-5%	-1%	11%	-9%	-4%	-2%	2%	6%	3
O=CC(=O)c1ccccc1	0%	0.4%	0%	-3%	3%	?	1%	0%	-5%	?	16
CC1CCN(c2ccccc2NC(=O)c2cc3ccccc3o2)CC1	1%	-0.5%	/	7%	-3%	-1%	-7%	-1%	-5%	4%	-12
CCC(C)(C)NC(=O)C(c1ccc(C)o1)N(Cc1cccs1)C(=O)Cn1nnc2ccccc21 (configuration not stated)	4%	0.5%	0%	19%	0%	-2%	-8%	0%	1%	-10%	-9
COc1ccc(C(=O)Nc2ccc3oc(-c4cccnc4)nc3c2)cc1OC	-11%	-0.5%	-1%	9%	7%	-5%	4%	-4%	-1%	?	3
CCOC(=O)c1ccccc1NC(=O)CN(c1ccccc1)S(=O)(=O)N(C)C	-4%	0.2%	-6%	-12%	6%	?	15%	-1%	-4%	-21%	6
CCCCC(O)(CCCC)C(=O)NN(C(=O)OC)c1ccc(C)cc1	-6%	0.1%	2%	9%	-2%	1%	-5%	-1%	5%	?	5
O=C(Nc1nc2ccccc2[nH]1)C1CC(=O)N(c2ccc3c(c2)OCCO3)C1 (configuration not stated)	-1%	0.0%	-1%	-4%	13%	0%	2%	2%	2%	-10%	1
CC1Cc2ccccc2N1C(=O)CCS(=O)(=O)c1cccs1 (configuration not stated)	-7%	0.0%	-2%	2%	10%	?	-8%	2%	-2%	?	6
